SIAE primary: human SIAE inhibitors, primary screen, biochemical, fluorescence polarization, FP-Rh probe, 1536-well HTS | SIAE FP-Rh probe binding | AID 1053197, 2014 | inhibition, % at 9.66 µM | 370,000 tested, 0.69% active | Sialate O-acetylesterase (Homo sapiens), Q9HAT2;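 active = inhibition above a cutoff: mean of compounds within the control limits plus 3 SD of those, cut at about 17% in these data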;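 note: 0% = plate median of compound wells and 100% = probe without SIAE protein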
PRMT1 FP inh: PRMT1 methyltransferase inhibitors, primary screen, biochemical, fluorescence polarization. 370,000 tested, 1.3% active. recombinant PRMT1, activity-based probe fluorescence polarization. Protein arginine N-methyltransferase 1 (Homo sapiens), Q99873. inhibition, % at 2.79 µM;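 active = inhibition above about 21% made by adding two undisclosed values, limit read from the data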
UHRF1 binding: UHRF1 methylated DNA binding inhibitors, primary screen, counter-screen for MBD2 inhibitor project, biochemical, TR-FRET, human UHRF1, single concentration; E3 ubiquitin-protein ligase UHRF1 (Homo sapiens), Q96T88; UHRF1 binding to methylated oligo; inhibition, % at 4.4 µM; 370,000 tested, 0.75% active; AID 687016, 2013; in the data active = inhibition above about 21%;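 note: UHRF1 SRA domain binding a hemimethylated CpG hairpin DNA probe; 0% = median of test compound wells and 100% = reference inhibitor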
Target sequence (Q96T88 whole entry, looked up, the tested form may be a part): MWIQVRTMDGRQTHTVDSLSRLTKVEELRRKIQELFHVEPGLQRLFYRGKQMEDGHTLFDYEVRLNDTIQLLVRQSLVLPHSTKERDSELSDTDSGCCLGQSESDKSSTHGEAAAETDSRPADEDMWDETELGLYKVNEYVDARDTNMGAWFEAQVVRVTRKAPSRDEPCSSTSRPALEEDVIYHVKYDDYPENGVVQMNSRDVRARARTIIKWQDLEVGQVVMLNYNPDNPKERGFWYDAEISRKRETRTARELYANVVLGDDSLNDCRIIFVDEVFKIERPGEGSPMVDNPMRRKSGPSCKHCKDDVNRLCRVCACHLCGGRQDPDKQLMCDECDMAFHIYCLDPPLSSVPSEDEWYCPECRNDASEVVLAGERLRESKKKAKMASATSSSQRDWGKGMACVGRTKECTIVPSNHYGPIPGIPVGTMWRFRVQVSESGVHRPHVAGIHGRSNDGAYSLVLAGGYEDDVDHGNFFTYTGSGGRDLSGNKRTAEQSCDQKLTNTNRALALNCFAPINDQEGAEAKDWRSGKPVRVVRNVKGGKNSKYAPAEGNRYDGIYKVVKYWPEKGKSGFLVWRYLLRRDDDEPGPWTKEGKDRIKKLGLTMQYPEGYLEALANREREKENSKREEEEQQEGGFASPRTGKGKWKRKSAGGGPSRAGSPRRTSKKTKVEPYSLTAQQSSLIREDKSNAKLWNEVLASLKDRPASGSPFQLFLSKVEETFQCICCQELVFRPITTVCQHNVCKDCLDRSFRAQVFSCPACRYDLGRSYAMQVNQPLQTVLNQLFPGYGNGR
LEDGF integ inh: blockers of LEDGF/p75-dependent integrase strand transfer – biochemical, TR-FRET, high throughput, primary screen; HIV-1 integrase (with human LEDGF/p75); AID 743269, 2014; 370,000 tested, 0.64% active; TR-FRET IN-LEDGF/p75 DNA integration, Eu/Cy5; inhibition, % at 3.7 µM;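 active = inhibition above the screen-wide mean plus 3 SD, cut at about 13% in these data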;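 note: signal is the Cy5 over europium emission ratio at 671 and 618 nm; 0% = plate median of compound wells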
HTRA1 inh: HTRA1 serine protease inhibitors, primary screen, biochemical, fluorescence polarization, HTS; Q92743; recombinant HTRA1, FP-rhodamine activity-based probe; inhibition, % at 5.96 µM; 340,000 tested, 0.5% active; in the data active = inhibition above about 36%;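 note: 0% = enzyme with DMSO and 100% = wells lacking enzyme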
TCR-CD3 inh: inhibitors of human TCR-CD3 interaction, primary screen, biochemical, fluorescence, TAMRA-labeled TCR probe | T-cell receptor (TCR) | inhibition, % at 9.4 µM | 360,000 tested, 0.37% active; in the data active = inhibition above about 19%;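 note: recombinant mutant TCR 2C K166C tagged with TAMRA read by polarization; 0% = receptor in buffer alone and 100% = receptor with positive control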
DDE Tn7 FP inh: inhibitors of Tn7 peptide binding to fibrin DD(E), primary screen, biochemical, fluorescence polarization, human fibrin, Tn7 probe; Fibrinogen beta chain (Homo sapiens), P02675; inhibition, % at 8.3 µM; AID 720508, 2013; FP displacement of FITC-Tn7 peptide from fibrin DD(E); 0% = median of compound wells per plate; 370,000 tested, 0.13% active;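 active = inhibition above the mean of compounds falling within the control limits plus 3 SD of them, cut at about 14% in these data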;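 note: 0% = plate median of compound wells and 100% = 10 µM Aha-Tn7 peptide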
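Assay system: Human fibrin DD(E) protein | Medium: Tris buffer with calcium and detergent, pH 7.8 | Reagent: 0.1 µM fluorescent Tn7 | Compound dosing: Single point at 8.3 µM | Times: 10 min preincubation, 3 h with tracer, room temperature | Detection: Fluorescence polarization of the labelled Tn7 tracer | Controls: Aha-Tn7 high control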
PG9 binder: binders of HIV-1 gp120 antibody PG9, primary screen, biochemical, TR-FRET | HIV-1 gp120 / PG9 antibody interaction | TR-FRET gp120-PG9 antibody binding | inhibition, % at 6.7 µM | 360,000 tested, 0.43% active | AID 624416, 2012; in the data active = inhibition above about 8.5%
TDP2 absorb: human TDP2 enzyme inhibitors, primary screen, biochemical, epi absorbance, recombinant enzyme; AID 720702, 2013; inhibition, % at 12.8 µM; T5PNP hydrolysis, p-nitrophenol absorbance 415 nm; 370,000 tested, 0.34% active;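 active = inhibition above the mean of all tested compounds plus 3 SD, set per campaign, cut at about 25% in these data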;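 note: 0% = DMSO with enzyme and 100% = buffer with substrate but no TDP2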
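Read-out basis: percent inhibition. System: recombinant human TDP2. Buffer or medium: Mg2+-containing Tris-HCl buffer, pH 7.5. Repeats: single replicate. Timing: reaction 2 h, 37 °C. Benchmarks: high control without enzyme, low control DMSO plus TDP2. Probe or stimulus: 5 mM T5PNP. Doses: 12.8 µM only. Measured by: epi absorbance of p-nitrophenol freed from T5PNP by hydrolysis.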
ABHD4 inh: ABHD4 inhibitors, primary screen, biochemical, fluorescence polarization, mouse; 370,000 tested, 0.54% active; AID 720543, 2013; purified mABHD4, FP-Rh probe fluorescence polarization; inhibition, % at 8.92 µM; (Lyso)-N-acylphosphatidylethanolamine lipase (Mus musculus), Q8VD66;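 active = inhibition exceeding the mean over every tested compound plus 3 SD, cut at about 30% in these data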;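 note: 0% = plate median of compound wells and 100% = S159A mutant with DMSO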
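assay system = mABHD4 protein | compound dosing = single nominal dose of 8.92 µM, 0.89% DMSO final | read-out basis = percent inhibition of probe binding, normalized to plate controls | schedule = Enzyme–compound pre-incubation 45 min, then probe 60 min, both 25 °C | detection = fluorescence polarization, excitation 525 nm, emission 598 nm, BODIPY TMR filters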
* = called active by the depositor; · = not tested or not shown.

SMILES	SIAE primary	PRMT1 FP inh	UHRF1 binding	LEDGF integ inh	HTRA1 inh	TCR-CD3 inh	DDE Tn7 FP inh	PG9 binder	TDP2 absorb	ABHD4 inh
CCCCn1c(-c2nn(C)cc2Cl)n[nH]c1=S	6.9	2.3	7.7	-6.6	3.4	-9.3	-3.3	0.5	-8.7	-7.1
Cc1ccccc1C(=O)c1c[nH]c(C(=O)NCC2CCCO2)c1 (configuration not stated)	-5.4	-3.6	1.9	5.7	-0.1	1.5	-1.6	-0.5	-16.3	-3.5
CCOC(=O)C1CCN(S(=O)(=O)c2cccc(-c3cn4cc(C)ccc4n3)c2)CC1	2.8	-2.2	-0.3	0.8	1.7	-1.6	1.6	-1.4	-1.1	7.2
c1ccc(Cc2nnc3sc(-c4cccs4)nn23)cc1	-0.4	5.9	-1.8	-2.6	-0.7	-2.9	3.6	0.2	-10.8	-0.8
COc1cc(C2NC(=S)NC(C)=C2C(=O)c2ccccc2)ccc1O (configuration not stated)	8.0	1.1	0.7	2.7	-1.5	6.2	-3.0	-1.4	1.8	4.8
CC(C)CC(=O)NC(=S)NCCc1ccccc1	-4.7	-0.6	0.9	-0.5	-7.8	0.3	-2.1	-2.0	-2.9	-0.1
Cc1cc(SCC(=O)Nc2ncc(Cl)cc2Cl)nc2ccccc12	1.6	-3.3	-1.7	-1.7	-15.5	-3.1	7.2	12.3*	0.6	-2.5
O=[N+]([O-])c1ccc(Nc2ccccn2)c([N+](=O)[O-])c1	1.7	-1.7	-3.8	-3.5	-12.9	6.5	-2.2	-1.4	-12.9	-0.9
Cc1ccc(NC(=O)CNC(=O)c2ccccc2F)cc1Cl	4.6	-2.7	4.3	-1.0	-5.4	1.2	0.7	0.9	-2.9	-0.8
CCn1cc(C(=O)NCCCOC)c(=O)c2cc(S(=O)(=O)N3CCC(C)CC3)ccc21	-3.7	-1.1	-2.3	1.4	0.6	5.6	1.6	0.3	7.5	3.3
C=C(C)C(=O)N1CC2(CC(c3cccc(NC(=O)c4ccccc4)c3)=NO2)C[C@@H]1C(N)=O (some centres not stated)	1.6	3.4	-0.6	-1.1	-7.8	1.8	1.3	-0.8	2.4	5.7
CC(C)Oc1ccc(CNC(=O)CCC(=O)N2CCSc3ccccc32)cc1	0.2	-6.7	1.6	3.0	0.3	7.5	1.1	-1.0	2.7	-0.5
Cc1ccccc1NC1=C(Cl)C(=O)OC1OC(=O)c1ccco1 (configuration not stated)	2.8	0.3	-0.5	0.7	-6.0	2.1	-11.0	-1.4	-2.1	3.9
COc1ccc(-c2nnc(SCC(=O)Nc3nc4ccccc4s3)n2C)cc1	2.0	-1.9	-0.5	-2.2	0.7	9.8	-8.4	-0.3	-0.4	2.0
CCOC(=O)C1(CC2CC2)CCN(S(=O)(=O)/C=C/c2ccccc2)CC1	-9.1	1.9	-2.7	-1.4	-16.6	-0.8	0.9	0.3	-3.5	-1.1
COC(=O)c1ccc(NC(=O)CN2CCC(NC(=O)c3ccccc3F)CC2)cc1	0.8	-1.7	-1.0	-1.9	-4.3	8.0	-3.5	-0.7	-4.7	0.3
O=C(Cc1ccc([N+](=O)[O-])cc1)Nc1ccon1	0.0	2.0	-2.1	1.9	5.8	8.5	2.3	-3.5	15.9	0.8
COc1ccc(CSc2nnnn2C)cc1[N+](=O)[O-]	-0.1	1.6	0.9	3.1	-3.4	7.8	3.9	0.1	5.2	0.6
Cc1nn(-c2ccccc2)c(C)c1NS(=O)(=O)c1ccccc1	-0.3	0.8	0.8	-3.5	-3.7	2.6	8.8	2.1	12.8	2.0
Cc1ccc(C(C)NC(=S)NCc2ccc(F)cc2)cc1C (configuration not stated)	7.5	-4.4	1.1	0.1	-13.0	1.7	-0.5	-2.3	-0.7	-6.7
Cc1cccc(NC(=O)CCc2nc3sc4c(c3c(=O)[nH]2)CCCC4)c1	-6.5	0.5	0.1	-0.1	-4.6	3.8	0.4	8.5	9.0	2.1
Cc1cc(C)n(C(=O)c2ccc(C)c(S(=O)(=O)N3CCCC3)c2)n1	-1.2	3.0	5.2	-1.6	6.1	-3.3	-0.9	-0.7	-14.1	-15.1
O=C(NCc1cccs1)Nc1ccc2c(c1)OCO2	3.6	4.2	7.3	0.2	0.7	-3.9	2.7	1.3	8.6	2.5
N#Cc1c(NC(=O)Cn2nc(C(F)(F)F)c3c2CCCC3)sc2c1CCC2	-1.1	0.3	0.3	1.0	2.9	5.4	-5.0	2.6	0.6	1.4
Cc1cc(OC(=O)c2cccc(F)c2)c([N+](=O)[O-])c(=O)[nH]1	-3.7	7.6	1.0	-1.3	0.9	-3.6	-0.8	-1.0	-10.1	1.1
COc1ccc(NC(=O)NCc2ccc3c(c2)OCO3)c(OC)c1	10.6	1.9	1.6	1.4	0.2	-8.0	3.9	0.4	-10.8	-9.8
COc1ccccc1-c1nc(SCC(=O)N2CCOCC2)n[nH]1	-4.8	0.0	3.6	-1.2	-3.9	14.4	1.7	-2.1	-8.3	1.0
CC(C)(C)Cc1nnc(NC(=O)Cc2ccc([N+](=O)[O-])cc2)s1	-0.7	1.6	-3.5	0.2	2.8	5.3	-2.4	-1.7	-0.1	8.1
COc1ccc(N(CC(=O)Nc2ccc(OC)c(Cl)c2)S(=O)(=O)c2c(C)noc2C)cc1	3.7	1.1	-2.4	-1.0	-1.0	4.1	-1.7	-0.8	-2.5	5.7
COc1ccc(-c2cc3c(=O)n(CC(=O)NCCCN4CCN(Cc5ccccc5)CC4)ncn3n2)cc1	-0.8	1.7	2.5	1.1	0.6	-8.8	1.8	-1.2	-4.7	-4.8
COc1ccc(C(CNC(=O)COc2ccccc2-c2ccccc2)N2CCOCC2)cc1 (configuration not stated)	3.2	2.7	4.6	-4.9	7.0	2.5	4.7	-1.1	-2.0	-12.1
CCCN(CCC)CCCNC(=O)C1c2cc(OC)c(OC)cc2C(=O)N(C)C1c1cccs1 (configuration not stated)	-2.5	-4.0	0.4	2.0	-1.6	1.2	8.6	0.9	-1.5	2.0
CCCCOC(=O)C1=C(N)N2C(=O)C(C)SC2=C(C(=O)OCC)C1c1ccc(O)c(OC)c1 (configuration not stated)	-5.3	6.0	-0.5	-4.0	-4.1	-6.1	-1.9	0.7	6.3	-1.0
Cc1noc(C)c1COC(=O)c1ccccc1Sc1ccccc1C#N	2.5	-1.6	0.1	-0.6	-15.8	6.1	3.3	1.8	1.0	-8.8
O=C(Nc1ccccc1F)C1COc2ccccc2O1 (configuration not stated)	2.0	-1.1	3.1	1.9	-4.9	2.4	-5.1	0.1	15.9	-4.5
CC(=O)NCCOc1nc(N(C)C)nc(N(C)C)n1	4.2	-4.0	-1.1	-5.6	-1.0	-1.2	-0.1	-1.7	-2.3	6.5
Cc1ccc(S(=O)(=O)NC(=O)C2(C)CCN2C(=O)Cc2ccc(Cl)cc2Cl)cc1 (configuration not stated)	1.5	2.8	0.7	-2.6	·	4.6	-0.9	-1.2	1.9	3.4
CCOc1cc(/C=N/NC(=O)c2ccc(N(C)S(=O)(=O)c3ccccc3)cc2)ccc1OC	-9.9	3.6	-0.9	-2.1	-21.1	0.3	1.6	-1.0	-9.6	-2.5
CNC(=O)C(=O)Nc1c(C)cc(C)cc1C	-10.0	-3.8	4.2	-1.5	-1.0	2.9	-3.1	-3.4	-10.5	-7.0
O=C(O)c1ccccc1NC(=O)c1ccccc1-c1ccccc1C(=O)O	-3.7	6.0	1.7	-1.6	2.6	-0.8	0.4	-1.5	9.3	-1.1
CC(NC(=O)c1ccco1)C(=O)N1CCCCC1 (configuration not stated)	-3.8	0.9	2.0	-5.9	4.1	-5.0	0.5	1.4	-7.2	-1.9
CC(OC(=O)c1n[nH]c2ccccc12)C(=O)NC1CCCCC1C (configuration not stated)	2.0	-2.9	-1.5	-4.1	4.0	11.3	-0.4	-0.6	3.9	-1.5
NC(=O)Cn1cc(/C=N\NS(=O)(=O)c2ccc(F)cc2)c2ccccc21	7.1	1.5	-1.2	2.5	-3.6	9.1	-5.0	-3.6	4.8	9.4
Clc1ccc(C(CCN2CCCC2)Cc2ccccc2)cc1 (configuration not stated)	4.5	0.6	0.7	3.3	6.0	8.7	0.6	-1.9	5.8	17.5
O=C(NC(=S)NN1CCCCC1c1cccnc1)c1ccc(Cl)cc1Cl (configuration not stated)	-0.3	9.5	2.7	-6.0	-0.9	-7.1	3.8	1.6	-9.7	5.2
COc1ccc2ccc3ccc(OC)c(OC(C)=O)c3c2c1	10.8	0.9	-2.7	4.2	-10.1	-6.1	5.5	1.9	-2.3	-2.2
CCCC/C=C1\CCc2c([nH]c3ccccc23)C1=O	-5.8	1.6	23.6*	-0.3	-8.9	-5.6	2.9	0.9	-3.5	6.4
CCC(C)c1ccccc1NC(=O)CN1CCN(C/C=C/c2ccccc2)CC1 (configuration not stated)	6.9	-0.8	-3.4	4.3	5.1	4.2	-3.6	-3.2	-8.2	-2.9
Cc1ccc(S(=O)(=O)NC(Cc2c[nH]c3ccccc23)C(=O)O)cc1 (configuration not stated)	-0.9	1.4	-0.7	-1.0	-1.7	3.0	-8.3	-1.4	14.6	6.2

Taken from the listing, three compounds:
SMILES	SIAE primary	PRMT1 FP inh	UHRF1 binding	LEDGF integ inh	HTRA1 inh	TCR-CD3 inh	DDE Tn7 FP inh	PG9 binder	TDP2 absorb	ABHD4 inh
CC(OC(=O)c1n[nH]c2ccccc12)C(=O)NC1CCCCC1C (configuration not stated)	2.0	-2.9	-1.5	-4.1	4.0	11.3	-0.4	-0.6	3.9	-1.5
NC(=O)Cn1cc(/C=N\NS(=O)(=O)c2ccc(F)cc2)c2ccccc21	7.1	1.5	-1.2	2.5	-3.6	9.1	-5.0	-3.6	4.8	9.4
Clc1ccc(C(CCN2CCCC2)Cc2ccccc2)cc1 (configuration not stated)	4.5	0.6	0.7	3.3	6.0	8.7	0.6	-1.9	5.8	17.5

Random draw from the library. Share with any hit: about 4.2%.
